LGR2 antag = blocks bursicon-induced cAMP signaling via Drosophila LGR2; HEK293 LGR2, CRE-luciferase, bursicon-stimulated, 4 h; inhibition, % at 9.99 µM; actives 0.35% (n = 380,000); AID 720647;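 active = drop in luminescence signal, shown as inhibition above about 50% in the replicate tests, limit read from the data, passing the limit was not always enough; inconclusive = probably only some replicates passing the limit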;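 also: agonist challenge used bursicon conditioned medium at about half maximal strength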
C2C12 statin = suppressors of simvastatin-induced myotoxicity in C2C12 myotubes | AID 602340 | actives 0.78% (n = 330,000) | rescue of ATP level, % at 7.49 µM | ATP luminescence, 48 h; scaled: DMSO 0, geranylgeraniol control 100;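 active = mean ATP rescue above about 67%, or every replicate alone reaching that limit, limit read from the data, passing the limit was not always enough; inconclusive = no clear call, values can overlap the other calls; inactive = mean under the limit and some replicate under it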;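 also: myotubes were challenged with 10 µM simvastatin during compound exposure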
ERAP1 inh = ERAP1 (human) enzyme inhibition | Q9NZ08 | recombinant ERAP1, Leu-AMC fluorescence, 60 min | inhibition, % at 10.7 µM | actives 0.15% (n = 340,000) | AID 652197;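 active = mean replicate inhibition of at least 30%, or all replicates individually reaching that 30% level; inactive = mean below 30% and not every replicate reaching it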;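 also: 0% = neutral control wells and 100% = L-leucinethiol positive control wells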
Target sequence (Q9NZ08 whole entry, looked up): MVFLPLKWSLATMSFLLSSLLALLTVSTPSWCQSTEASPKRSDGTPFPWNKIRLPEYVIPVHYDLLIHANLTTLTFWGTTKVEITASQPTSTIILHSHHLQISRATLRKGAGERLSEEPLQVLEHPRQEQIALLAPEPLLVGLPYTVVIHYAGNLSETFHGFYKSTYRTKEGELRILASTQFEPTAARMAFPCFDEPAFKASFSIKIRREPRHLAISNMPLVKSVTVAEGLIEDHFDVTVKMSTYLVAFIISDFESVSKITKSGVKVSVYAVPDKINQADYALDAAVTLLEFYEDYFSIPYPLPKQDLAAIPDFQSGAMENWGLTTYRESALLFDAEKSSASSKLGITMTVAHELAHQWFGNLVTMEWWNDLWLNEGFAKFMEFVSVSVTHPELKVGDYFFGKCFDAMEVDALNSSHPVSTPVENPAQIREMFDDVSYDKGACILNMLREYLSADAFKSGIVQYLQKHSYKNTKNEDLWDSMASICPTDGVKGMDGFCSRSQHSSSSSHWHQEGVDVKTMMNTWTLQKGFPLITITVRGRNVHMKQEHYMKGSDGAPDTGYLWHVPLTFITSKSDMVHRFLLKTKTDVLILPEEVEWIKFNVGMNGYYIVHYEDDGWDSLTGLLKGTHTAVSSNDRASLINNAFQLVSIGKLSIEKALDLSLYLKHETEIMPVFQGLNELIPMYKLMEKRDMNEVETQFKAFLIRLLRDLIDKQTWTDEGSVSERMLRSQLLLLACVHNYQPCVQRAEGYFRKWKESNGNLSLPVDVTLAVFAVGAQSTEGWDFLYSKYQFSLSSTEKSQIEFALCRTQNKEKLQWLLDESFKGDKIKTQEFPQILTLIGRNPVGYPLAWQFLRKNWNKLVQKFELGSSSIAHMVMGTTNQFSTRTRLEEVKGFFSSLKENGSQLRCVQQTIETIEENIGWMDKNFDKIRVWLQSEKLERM
Xi reactivation = reactivates the inactive X chromosome in mouse fibroblasts | XiGFP mouse fibroblasts, % GFP-positive cells imaging, 3 d; cells co-treated with 5-aza-dC sensitizer; scaled so ellipticine positive control = 100% | activation, % at 7.58 µM | actives 0.055% (n = 360,000);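 active = mean normalized replicate activation at least 10% and every replicate at or above 10%; inconclusive = only one of the two criteria met; inactive = mean below 10% and not all replicates reach 10%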;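 also: 0% = median of on-plate neutral control wells and 100% = ellipticine 6 µM median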
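material = 68-5-11 XiGFP fibroblast line | medium = DMEM plus 5-aza-dC sensitizer | schedule = 3 days compound exposure | benchmarks = positive control ellipticine, 6 µM final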
PGC1a acetyl inh = lowers PGC1a acetylation signal in U2OS cells; inhibition, % at 15.6 µM; AID 651687; AlphaScreen anti-acetyl-lysine; with virally co-expressed GCN5 acetyltransferase; actives 0.17% (n = 350,000);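 active = every replicate shows inhibition of at least 40%; inconclusive = mean inhibition at least 40% but some replicate below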;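 also: 0% = neutral control wells and 100% = positive control wells; some results beyond the cut were filed as inactive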
Cneo AK release = Cryptococcus neoformans lysis via adenylate kinase release; actives 0.2% (n = 360,000); C. neoformans lysis, adenylate kinase release luminescence, 4 h; normalised: neutral wells 0, clomiphene wells 100; lysis activity, % at 15 µM;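 active = mean lysis activity across replicates of at least 80%, whatever share of replicates individually reach that level; inactive = mean lysis activity below 80%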
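read-out = cell lysis signal | test system = log-phase Cryptococcus neoformans yeast cells | input = cells at 5 × 10^6 per mL | medium = fresh YPD growth medium | signal = luminescent adenylate kinase detection reagent | timing = 4 h at 37 °C static, read 1 h later | dosing = single dose | controls = Clomiphene as positive lysis control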
SIRT5 block = blocks human SIRT5 desuccinylation of peptide; Q9NXA8; Purified SirT5, succinyl-peptide AMC, trypsin-coupled fluorescence; inhibition, % at 15 µM; actives 1.1% (n = 330,000); AID 652115; in the data active = inhibition above about 15%; inconclusive = no clear call, values can overlap the other calls
S100A4 MyoIIA = S100A4-myosin IIA interaction inhibition. P26447. S100A4/TAMRA-MyoIIA peptide fluorescence polarization. inhibition, % at 10.7 µM. actives 0.14% (n = 360,000). AID 652163;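 active = mean inhibition of at least 70% across replicates, with every replicate also reaching that level; inconclusive = mean inhibition reaches 70% but some replicates fall short; inactive = mean inhibition below 70%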
Target sequence (P26447 whole entry, looked up): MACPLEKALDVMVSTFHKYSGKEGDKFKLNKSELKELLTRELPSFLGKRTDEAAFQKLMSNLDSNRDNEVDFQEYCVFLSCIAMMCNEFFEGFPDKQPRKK
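Material: S100A4 monomer protein | Medium: HEPES pH 7.2 with CaCl2, KCl, NaCl, DTT, Triton | Reagent: Labelled myosin peptide probe, 5 nM | Doses: One dose per compound | Times: 5 min incubation before reading | Benchmarks: Neutral control DMSO, positive control TFP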
Starred values were filed as active, the others as inactive; ? = inconclusive; nt = no result given.

Below each SMILES – LGR2 antag, C2C12 statin, ERAP1 inh, Xi reactivation, PGC1a acetyl inh, Cneo AK release, SIRT5 block, S100A4 MyoIIA
(1) Cc1c(C)n2c(SCC(=O)Nc3ccc4c(c3)OCCO4)nnc2[nH]c1=O
→ -6, nt, 2, 0.0, nt, 7, -5, -6
(2) C=CC[C@@H](CC(=O)N[C@H](CO)Cc1ccccc1)C(=O)NCCOC(=O)[C@@H](CC=C)Cc1ccc(F)cc1
→ 8, -8, 0, 0.8, 7, 1, -2, 12
(3) CCOc1ccccc1Nc1nc(-c2sc(NC(=O)c3ccco3)nc2C)cs1
→ -14, -7, -1, 0.0, -14, -1, 1, -8
(4) Cc1noc(C)c1S(=O)(=O)Nc1ccc2c(c1)C(=O)N([C@@H](C)CO)C[C@H](C)[C@@H](CN(C)C(=O)NC(C)C)OCCCC[C@H](C)O2
→ 4, nt, 2, 0.1, 20, -3, 0, 3
(5) C[C@H]1CN([C@@H](C)CO)C(=O)c2cc(NC(=O)Nc3ccc(C(F)(F)F)cc3)ccc2O[C@H]1CN(C)S(=O)(=O)c1ccc(F)cc1
→ -5, -62, 0, -0.8, 1, 0, 6, -1
(6) CO[C@@H]1CN(C)C(=O)c2ccc(NC(=O)C3CC3)cc2OC[C@@H](C)N(CC2CCCC2)C[C@H]1C
→ -1, nt, -2, -0.5, 0, nt, 9, 7
(7) O=C(Cc1c[nH]c2ccccc12)OCC(=O)c1ccccc1
→ -5, 1, 2, nt, nt, 4, -2, -6
(8) Cn1c(=O)oc2cc(S(=O)(=O)Nc3ccc(Cl)cc3F)ccc21
→ -18, -4, nt, 0.3, -4, 1, nt, 0
(9) CC(C)(C)S(=O)N1Cc2cc(C(=O)NCCCN3CCOCC3)nc(-c3cccc(-c4cc5ccccc5o4)c3)c2[C@H]1CCO (stereo partly specified)
→ -2, 4, -1, -0.3, -16, 0, -5, -24
(10) O=C(Nc1nc2c(s1)CCCC2)c1cccnc1
→ -23, nt, 0, nt, 6, nt, -1, 0
(11) Cc1cccc(OCC(=O)NCC(=O)N/N=C/c2ccccc2)c1
→ -3, 0, -4, 0.3, 4, 6, -8, -15
(12) O=C(CCS(=O)(=O)c1ccccc1)N1CCOCC1
→ -11, nt, 9, -0.1, 2, nt, -5, 49
(13) CC(=O)c1ccc(NC(=O)COC(=O)c2nc(Cl)ccc2Cl)cc1
→ 9, nt, 1, 0.0, 12, nt, 0, -11
(14) COc1ccccc1NC(=O)N[C@@H]1C=C[C@H](CC(=O)N[C@@H](C)c2ccccc2)O[C@@H]1CO
→ 2, nt, 0, 0.0, nt, nt, -3, 3
(15) N#Cc1ccccc1NC(=O)COC(=O)/C=C/c1cn(-c2ccccc2)nc1-c1ccc(Cl)cc1
→ 6, -1, -4, -0.1, 0, -2, -5, 38
(16) COC(=O)c1sccc1NC(=O)NC1CCCCC1
→ -29, 0, nt, -0.3, -6, nt, -4, -4
(17) COCCCNC(=S)N1CCN(c2nc(C)nc3sc4c(c23)CCCC4)CC1
→ 8, 7, 0, 0.1, nt, 2, 3, 2
(18) Cc1cc(N)ncc1[N+](=O)[O-]
→ -4, 4, 3, ?, -22, -1, nt, 0
(19) COc1ccccc1N1CCN(S(=O)(=O)c2c(C)[nH]c(=O)[nH]c2=O)CC1
→ -9, nt, -3, 0.0, 8, nt, 1, 1
(20) CCCC(=O)Nc1ccc2c(c1)OC[C@H](C)N(CCC(F)(F)F)C[C@H](C)[C@H](OC)CN(C)C2=O
→ -12, -5, -2, 0.1, 7, -1, 5, 3
(21) CCn1cc(C(=O)NCCC(=O)NCCO)c(=O)c2cc3c(cc21)OCO3
→ 6, 3, -2, 0.1, -1, 0, 1, -7
(22) COC(=O)c1ccc(Cn2nnc3c(=O)[nH]c(C4CCCN(S(=O)(=O)c5ccccc5)C4)nc32)cc1 (stereo unspecified)
→ -9, 2, -2, -0.1, -1, -1, -26, -1
(23) COc1ccc(S(=O)(=O)N2CCCCC2)cc1-n1cnnn1
→ 16, 0, -3, 0.0, -9, 0, 0, 5
(24) Cc1ccc(OCC(=O)NC2CCS(=O)(=O)C2)cc1 (stereo unspecified)
→ 6, 7, -3, nt, -4, 0, nt, 5
(25) COc1ccccc1N1CCN(c2ccc(S(=O)(=O)N3CCN(C)CC3)cn2)CC1
→ 8, 8, -1, 0.0, -16, 1, 0, -3
(26) C#CCSc1nc(N)c2c(n1)OC(N)=C(C#N)C2c1cccnc1 (stereo unspecified)
→ 1, nt, -2, 0.1, nt, nt, 0, -1
(27) COc1ccc(S(=O)(=O)N2CCc3cc(OC)c(OC)cc3C2)cc1
→ -12, nt, nt, nt, -4, -2, 3, -1
(28) COc1ccc(NS(=O)(=O)c2cccs2)cc1S(=O)(=O)N1CCOCC1
→ -6, 14, -5, 0.1, -12, 0, -2, 3
(29) C[n+]1cn(Cc2cc(Cl)ccc2OC(F)F)c2ccccc21
→ -5, 10, -1, 0.0, nt, 1, -1, -1
(30) CNC[C@H]1OCCCC[C@H](C)Oc2ccc(NC(=O)CCCN(C)C)cc2C(=O)N([C@@H](C)CO)C[C@@H]1C
→ nt, -1, 0, nt, -2, -2, 1, -1
(31) Cc1ccc(C)c(-n2c(CNc3ccc(F)cc3)nnc2SCC(N)=O)c1
→ 11, 16, -2, nt, 6, 13, -3, -13
(32) CN(C(=O)COC(=O)c1cc(S(=O)(=O)N2CCCCC2)ccc1N1CCOCC1)C1CCS(=O)(=O)C1 (stereo unspecified)
→ 4, 2, 3, -0.1, -20, 0, 1, 1
(33) CN1CCN(C=NC2=NN(c3cccc(C(F)(F)F)c3)CC2)CC1
→ 6, -2, -3, 0.0, -2, 2, -1, -1
(34) CO[C@@H]1CN(C)C(=O)c2cc(NC(=O)C3CCOCC3)ccc2OC[C@@H](C)N(C)C[C@H]1C
→ 10, 5, 0, 0.3, nt, -3, -2, 4
(35) Cc1ccc(C)c(N(CC(=O)N2CCCC2)S(C)(=O)=O)c1
→ 3, 6, -7, 0.0, -22, -2, 4, 6
(36) Cc1sc2ncnc(N3CCC(C(=O)Nc4sc5c(c4C(N)=O)CCC(C)C5)CC3)c2c1C (stereo unspecified)
→ 31, 26, -3, 0.2, -1, 4, -1, -3
(37) Cc1noc(C)c1CSc1nnc(-c2ccccc2)o1
→ 1, nt, 0, 0.1, -5, nt, nt, -8
(38) COc1ccc(OCC(O)CN2CCCCC2)cc1 (stereo unspecified)
→ nt, 8, 2, 0.1, 3, 0, 7, -35
(39) CC(=O)Nc1ccc(NC(=O)CCc2nc3sc4c(c3c(=O)[nH]2)CCCC4)cc1
→ -2, 7, -2, 0.0, nt, 0, 0, 1
(40) CC(C)C1C(=O)N(Cc2cn(CCC3OCCCO3)nn2)CCS(=O)(=O)N1Cc1ccc(-c2ccc(Cl)cc2)cc1 (stereo unspecified)
→ 10, 1, 22, -0.1, 10, nt, 15, -4

Record cards, as listed above.
C#CCSc1nc(N)c2c(n1)OC(N)=C(C#N)C2c1cccnc1 (stereo unspecified) is listed with LGR2 antag: 1; C2C12 statin: nt; ERAP1 inh: -2; Xi reactivation: 0.1; PGC1a acetyl inh: nt; Cneo AK release: nt; SIRT5 block: 0; S100A4 MyoIIA: -1
Cc1ccc(C)c(-n2c(CNc3ccc(F)cc3)nnc2SCC(N)=O)c1 is listed with LGR2 antag: 11; C2C12 statin: 16; ERAP1 inh: -2; Xi reactivation: nt; PGC1a acetyl inh: 6; Cneo AK release: 13; SIRT5 block: -3; S100A4 MyoIIA: -13

(list continues)
Below each SMILES – LGR2 antag, C2C12 statin, ERAP1 inh, Xi reactivation, PGC1a acetyl inh, Cneo AK release, SIRT5 block, S100A4 MyoIIA
(41) COc1ccccc1NC(=O)N1CC(=O)N2[C@H](C1)[C@H](c1ccc(C#Cc3ccccc3)cc1)[C@@H]2CO
→ 8, nt, 0, 0.0, 5, nt, 8, 2
(42) Cc1ccc(-c2ccc([C@@H]3[C@@H](CO)N4CCCCN(S(=O)(=O)c5ccccc5C)C[C@H]34)cc2)cc1
→ -5, -27, -2, 0.0, 0, 2, 2, 0
(43) CCc1ccc2[nH]c(=O)c(CN(Cc3ccc4c(c3)OCO4)Cc3nnnn3C3CCCC3)cc2c1
→ 8, 60, 3, nt, -31, 1, -3, -2
(44) O=C(NCCO)c1cccc2c1-c1ccccc1C2=O
→ 31, nt, -1, 0.4, nt, nt, 1, 1
(45) CS(=O)(=O)N(CC(=O)NCc1ccc2c(c1)OCO2)Cc1ccc(Cl)cc1
→ 32, 17, nt, nt, -2, 1, nt, nt
(46) COc1ccc(-c2cc(C#N)nc(N3CCN(C)CC3)n2)cc1
→ -6, nt, 2, -0.1, nt, nt, -2, -2
(47) O=C(CCS(=O)(=O)c1ccccc1)Nc1nc2cc3c(cc2s1)OCCO3
→ -39, nt, 0, 0.3, nt, -5, 0, 34
(48) CO[C@@H]1CN(C)C(=O)c2cc(NC(=O)C3CCC3)ccc2OC[C@@H](C)N(S(=O)(=O)c2ccc(Cl)cc2)C[C@H]1C
→ 19, 17, 1, -0.1, nt, 0, 2, 3
(49) NC(=S)NC(=O)/C=C/c1ccccc1
→ -11, nt, 3, 0.2, nt, nt, -1, -28
(50) CSc1ncccc1C(=O)NNC(=O)c1csc(N2CCOCC2)n1
→ 5, -6, -2, 0.2, 5, 5, nt, 11
(51) NC(=S)N=Nc1ccc(NN=C(N)N)cc1
→ 10, -6, 5, 0.0, 4, 2, -1, 13
(52) O=C(Nc1ccccc1)[C@@H]1[C@@H](CO)[C@@H]2Cn3c(cccc3=O)[C@@H]2N1C(=O)C1CC1
→ 3, -1, -3, 0.4, nt, 6, 6, 4
(53) COc1ccc(Cc2nc3ccc(C(=O)NCCc4ccncc4)cc3o2)cc1OC
→ -11, 15, -2, 0.1, -16, 0, 0, -2
(54) CCOC(=O)C(=O)Nc1ccccc1C(=O)NCc1ccccc1
→ -15, nt, 0, 0.0, nt, nt, -3, 0
(55) COCC#Cc1cnc2c(c1)C(=O)N([C@@H](C)CO)C[C@H](C)[C@H](CN(C)S(=O)(=O)c1cccc(OC)c1)O2
→ -1, -14, -3, 1.1, 2, 3, 0, 4

Random excerpt: 2 records from the list
Below each SMILES – LGR2 antag, C2C12 statin, ERAP1 inh, Xi reactivation, PGC1a acetyl inh, Cneo AK release, SIRT5 block, S100A4 MyoIIA
(48) CO[C@@H]1CN(C)C(=O)c2cc(NC(=O)C3CCC3)ccc2OC[C@@H](C)N(S(=O)(=O)c2ccc(Cl)cc2)C[C@H]1C
→ 19, 17, 1, -0.1, nt, 0, 2, 3
(55) COCC#Cc1cnc2c(c1)C(=O)N([C@@H](C)CO)C[C@H](C)[C@H](CN(C)S(=O)(=O)c1cccc(OC)c1)O2
→ -1, -14, -3, 1.1, 2, 3, 0, 4

Assay outcomes: PubChem, Broad Institute

Not all compounds are listed, so the mix of outcomes need not match the whole.
